EPAC2 ag: qHTS for Agonist of cAMP-regulated guanine nucleotide exchange factor 4 (EPAC2): primary screen. EPAC2 activation, biochemical qHTS; response scale: 100% = 6.5 mM cAMP response. Potency, µM (highest dose often 154 µM), inactives show top-dose activation, actives largely listed as activators. 360,000 tested, 0.079% active. Rap guanine nucleotide exchange factor 4 (Homo sapiens), Q8WZA2. AID 720711, 2013; note: potency is the fitted concentration of half-maximal effect; nearly all actives have a fitted effect of over 50% in size
Target sequence (Q8WZA2 whole entry, looked up): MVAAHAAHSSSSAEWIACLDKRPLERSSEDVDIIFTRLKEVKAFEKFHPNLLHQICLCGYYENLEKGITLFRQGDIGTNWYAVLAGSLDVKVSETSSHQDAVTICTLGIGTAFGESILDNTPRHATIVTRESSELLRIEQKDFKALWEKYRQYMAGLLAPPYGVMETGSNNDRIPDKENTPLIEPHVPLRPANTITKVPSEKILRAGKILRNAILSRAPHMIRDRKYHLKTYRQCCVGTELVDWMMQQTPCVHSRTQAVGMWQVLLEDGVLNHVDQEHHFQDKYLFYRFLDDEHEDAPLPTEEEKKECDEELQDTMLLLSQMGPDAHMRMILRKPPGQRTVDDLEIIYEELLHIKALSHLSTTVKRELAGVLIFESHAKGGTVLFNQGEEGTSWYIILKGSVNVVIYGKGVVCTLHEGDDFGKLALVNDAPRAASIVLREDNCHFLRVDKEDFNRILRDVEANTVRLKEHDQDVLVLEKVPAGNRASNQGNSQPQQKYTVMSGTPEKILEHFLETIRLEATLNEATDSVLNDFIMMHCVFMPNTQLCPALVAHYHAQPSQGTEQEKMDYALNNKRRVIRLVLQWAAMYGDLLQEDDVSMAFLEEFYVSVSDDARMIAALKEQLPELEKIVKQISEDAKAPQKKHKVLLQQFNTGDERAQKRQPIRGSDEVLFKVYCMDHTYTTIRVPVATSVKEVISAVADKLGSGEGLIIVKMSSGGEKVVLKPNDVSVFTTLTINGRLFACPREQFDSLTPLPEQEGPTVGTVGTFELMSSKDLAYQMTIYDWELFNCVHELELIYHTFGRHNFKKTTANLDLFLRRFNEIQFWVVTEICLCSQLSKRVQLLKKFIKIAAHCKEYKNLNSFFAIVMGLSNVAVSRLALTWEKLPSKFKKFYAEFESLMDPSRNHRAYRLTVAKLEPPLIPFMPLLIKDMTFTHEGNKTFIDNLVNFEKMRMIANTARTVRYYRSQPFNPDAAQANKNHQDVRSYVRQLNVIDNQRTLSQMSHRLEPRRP
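Each well held 100 nM EPAC2, 250 nM RAP1B-BODIPY-GDP and 50 uM GDP. Fluorescence, read at 5-min intervals to 30 min, was referenced to a 6.5 mM cAMP positive control.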
Nrf2 inh: Nrf2 qHTS screen for inhibitors; A549 ARE-Fluc reporter, luciferase luminescence, 18-24 h; Potency, µM (titrated, usually from 46 µM), for the others: at the highest dose activity change, negative = inhibition, actives largely listed as inhibitors; 360,000 tested, 2.1% active; note: potency is the fitted concentration of half-maximal effect; % is set by controls: 0 for no effect and ±100 for the full control effect; nearly all actives have a fitted effect of over 60% in size
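Quantitative HTS in A549 cells stably bearing an antioxidant response element-firefly luciferase construct. Inhibition of Nrf2-driven transcription was scored by luminescence after 18-24 h of compound exposure at 37 °C.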
A549 tox: Nrf2 qHTS screen for inhibitors: counterscreen for cytotoxicity. 390,000 tested, 0.16% active. A549 ARE-Fluc cells, CellTiter-Fluor viability, 18-24 h. AID 504648, 2011. Potency, µM (series often up to 46 µM), inactives show top-dose activity change, negative = cytotoxicity, usual class: inhibitors; note: potency is the fitted concentration of half-maximal effect; % is set by controls: 0 for no effect and ±100 for the full control effect
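A549 ARE-Fluc cells in 5% FBS OPTI-MEM, 5000 cells/well, rested 2 h then exposed to compounds in concentration-response for 18-24 h at 37 °C. Viability by CellTiter-Fluor fluorescence (Ex 405/Em 525) after 30 min; luciferase luminescence (BugLite, 15 min, RT) read afterwards.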
Akt phos inh: HTS Assay for Inhibitors of Akt Phophorylation: Primary Screen; Neuro2A IGF-stimulated pAkt S473 HTRF, 20 min; stronger effect = lower value; activity change, % for hits at 50 µM; 360,000 tested, 0.32% active; AID 651550, 2012; in the data active = activity change below about -80%; inconclusive = mostly about -51% to -80%; note: % is set by controls: 0 for no effect and ±100 for the full control effect
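Single-point screen (50 µM final compound) in Neuro2A cells stimulated 20 min with 6 nM IGF at 37 deg C. After lysis, Ser473-phosphorylated Akt read by HTRF (ex 330 nm, em 615/665 nm) as the 665/615 ratio.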
TGFb SMAD3 inh: qHTS for Inhibitors of TGF-b. HepG2 CAGA-GFP TGF-b/SMAD3 reporter, GFP fluorescence, 18 h; TGF-beta stimulated, 500 pg/mL final. Potency, µM (series often up to 46.1 µM), without a hit: at the highest dose activity, negative = inhibition, hits mostly inhibitors. 410,000 tested, 1.2% active. AID 588855, 2011; note: potency is the fitted concentration of half-maximal effect; % is set by controls: 0 for no effect and ±100 for the full control effect; nearly all actives have a fitted effect of over 65% in size
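HEPG2 CAGA-GFP reporter cells (1000/well, DMEM with 1% FBS) received compounds, then recombinant TGF-beta at 500 pg/mL final for 18 hours at 37 degrees C. Per-cell GFP summed per well was normalised to unstimulated and stimulated DMSO controls before curve fitting.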
CCT modulator: High-Throughput Screening for Modulators of Cytosolic Chaperonin Activity; purified chaperonin ATPase assay, HTRF ADP detection, 30 min; 360,000 tested, 0.3% active; activity change, % (concentration not given with the values), hits read low; in the data active = activity change below about -30%; note: % is set by controls: 0 for no effect and ±100 for the full control effect
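We incubate TRiC, 40 or 20 nM final, with library compounds at 76 uM and 10 uM ATP for 30 min at 37 °C. ADP formed is detected with Transcreener HTRF reagents after 30 min at room temperature.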
MmCpn inh: Inhibitors of TCP-1 ring complex (TRiC) of Methanococcus maripaludis (MmCpn): qHTS; Potency, µM (doses to about 76.9 µM), for the others: at the top dose activity, negative = inhibition, actives largely listed as inhibitors; 330,000 tested, 0.031% active; purified Mm-Cpn ATPase, ADP Transcreener TR-FRET; AID 504842, 2011; Chaperonin Mm-Cpn (Methanococcus maripaludis); note: potency is the fitted concentration of half-maximal effect; % is set by controls: 0 for no effect and ±100 for the full control effect; nearly all actives have a fitted effect of over 80% in size
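Measured: ADP formation by purified Mm-CPN. Conditions: 25 nM protein, 10 uM ATP, Tris pH 7.4 with Mg2+, K+ and DTT, 37°C for 30 min. Detection: Transcreener HTRF after 30 min at room temperature.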
Nrf2 activator: qHTS of Nrf2 Activators | 410,000 tested, 0.31% active | Potency, µM (highest dose often 46.1 µM), for inactives: top-dose activation, most hits filed as activators | AREc32 ARE-luciferase reporter (MCF7-derived line), luminescence, 24 h; note: potency is the fitted concentration of half-maximal effect; % of control where 0% means no effect; nearly all actives have a fitted effect of over 65% in size
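Reporter line AREc32 (ARE-Fluc), seeded overnight in OPTI-MEM with 5% FBS; compound pin-transferred, 24 hr at 37 deg C, 5% CO2; luminescent read-out.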
EPAC2 antagonist: qHTS for Antagonist of cAMP-regulated guanine nucleotide exchange factor 2 (EPAC2): primary screen | Rap guanine nucleotide exchange factor 4 (Homo sapiens), Q8WZA2 | EPAC2 GEF exchange of Rap1B-BODIPY-GDP, fluorescence | Potency, µM (doses to about 114 µM), inactives show top-dose activity, negative = inhibition, actives largely listed as inhibitors | 360,000 tested, 0.18% active; note: potency is the fitted concentration of half-maximal effect; % is set by controls: 0 for no effect and ±100 for the full control effect; nearly all actives have a fitted effect of over 45% in size; many of its hits are not listed in these tables
Active calls of the source: *; i = inactive; ? = inconclusive; · = no result given; & = joins results of further samples; [ ] = another dose, or the depositor's remark. Unless noted, calls come from the whole dose curve; as a rule, active = well fitted curve in the direction sought with a large enough effect; inconclusive = small, poorly fitted or top-dose-only effect, or another doubt; inactive = no such curve, though single readings can be large; an effect the other way counts as inactive or inconclusive. This is a subset, so the mix of outcomes need not match the whole.

SMILES | EPAC2 ag | Nrf2 inh | A549 tox | Akt phos inh | TGFb SMAD3 inh | CCT modulator | MmCpn inh | Nrf2 activator | EPAC2 antagonist
O=C(O)CCCCCNC(=O)c1cccc(Br)c1 | -3% | 2% | -4% | i | 0% | -1.7 | 1% | -0.5% | 5%
O=C1C=C(N2CCN(C(=O)c3ccccc3)CC2)C2(CCCCC2)O1 | 18% | -9% | 0% | i | 37%[activator] | -1.2 | 2% | -0.4% | 3%
CC(=O)N=c1c(C#N)cc2c(=O)n3ccccc3nc2n1Cc1ccccc1 | -9% | 0% | 3% | i | 14% | -2.6 | -2% | 0.1% | 6%
Cc1ccc(S(=O)(=O)N(CC(=O)NC2CCCCCC2)c2ccccc2F)cc1 | 12% | -11% | 0% | i | 14% | -1.9 | 0% | 1.8% | -5%
O=C(c1ccco1)n1nc(-c2ccccc2)nc1NCc1ccccc1Cl | · | 5% | -6% | · | 3% | · | · | -0.4% | ·
Cc1cccn2c(=O)c3cc(C(=O)NC4CCCC4)sc3nc12 | -4% | -6% | 7% | i | -2% | 0.7 | -1% | 10% | -9%
CCc1ccc(C(=O)C[n+]2cccc3cc(OC)ccc32)cc1 | 5% | ? | 0% | i | ? | -0.9 | 0% | -0.6% | -2%
COc1ccc(-c2nc3ccc(C)cn3c2Cc2ccccc2)cc1OC | 12% | · | · | i | ? | -1.4 | · | 6.7% | -27%
COc1ccc(CC(=O)Nc2ccc(/C(C)=N/NC(=O)c3ccc(OC)cc3OC)cc2)cc1 | -2% | -5% | 0% | i | 0% | -0.4 | 2% | 0.3% | -11%
CCSc1nc2ccccc2n1C(=O)/C=C/c1ccc(OC)c(OC)c1 | -9% | ? | ? | i | ? | -0.1 | ? | ? | 4%
O=C(CC(=O)NCc1ccc(Cl)cc1)NCc1ccccc1 | 4% | 4% | 0% | i | 0% | -1.2 | -1% | -0.4% | -6%
O=C(O)c1cc(O)c2c(c1)C(=O)c1cccc(O)c1C2=O | 0% | -9% | ? | i | ? | 2.0 | -2% | 0.4% | 20%
Cn1c(N)c(C(=O)CSc2nn(-c3ccc(F)cc3)c(=S)s2)c(=O)n(C)c1=O | 1% | ? | -24% | i | -13% | -2.0 | 1% | 0.3% | -19%
Cc1cccc(C)c1NC(=O)C1CCN(C(=O)c2cccs2)CC1 | 3% | ? | -1% | i | 5% | -3.1 | 1% | 0.1% | 6%
COC(=O)CC1COc2ccccc2N1C(=O)c1ccc(C(C)(C)C)cc1 (centres undefined) | 8% | -27% | -3% | i | 3% | -0.6 | 0% | 0.5% | -11%
COCCNC(=O)CCCn1c(SCC(=O)NCc2ccc(C)cc2)nc2c(sc3ccccc32)c1=O | · | 3% | -11% | · | 6% | · | · | -0.8% | ·
CC1CCN(S(=O)(=O)c2nnc(NC(=O)c3cccc(Cl)c3)s2)CC1 | 12% | ? | -9%&4% | i | ? | -0.7 | 0% | 0.4%&3.3% | -13%
O=C(CSc1nnc(CNC(=O)c2c(F)cccc2F)o1)NCc1ccccc1Cl | 6% | 14% | 5% | i | -30% | -2.1 | 1% | 0.2% | -12%
O=C(O)C1Cc2ccccc2CN1S(=O)(=O)c1ccc(Cl)cc1 (centres undefined) | 5% | 6% | 4% | i | 0% | -4.6 | 1% | -0.1% | -8%
COc1ccc(CNC(=O)C(c2cccs2)N(Cc2ccco2)C(=O)Cc2cccs2)cc1 (centres undefined) | 2% | -25% | -7% | i | -2% | -2.2 | 2% | -0.7% | 0%
Cc1ccc(CNC(=O)CN2C(=O)COc3ccc(S(=O)(=O)N4CCC(C)CC4)cc32)o1 | -10% | -7% | 1% | i | 13% | -2.7 | -5% | 0.0% | 6%
COc1ccc(NC2(c3ccccc3)OC(=O)c3ccccc32)cc1 (centres undefined) | -3% | 3% | 6% | i | -22% | -1.0 | -2% | -0.7% | ?
Cc1nc(CNC(=O)c2ccccc2OC2CCN(S(C)(=O)=O)CC2)cs1 | 3% | 15% | 2% | i | 4% | -1.0 | 1% | 0.2% | -4%
CC1(C)C(=O)Nc2ccccc2N1C(=O)COC(=O)c1cc(Cl)cc(Cl)c1 | 3% | 0% | 10% | i | -6% | -0.3 | -6% | -0.8% | -9%
CCN(CC)C(=O)CSc1nnc(-c2cc(-c3ccc(Cl)cc3)nc3ccccc23)o1 | 7% | ? | 5% | i | -2% | 1.1 | -6% | -0.8% | -24%
O=Cc1ccc(-n2cncn2)cc1 | 5% | -1% | 0% | i | -14% | -4.1 | -1% | 2.1% | -8%
CCN(CC(=O)NCc1ccc(Cl)cc1)C(=O)Cc1ccccc1[N+](=O)[O-] | 13% | 0% | -2% | i | 9% | -2.1 | -1% | -0.5% | 15%
COc1cc(C(C[N+](=O)[O-])c2c(-c3ccccc3)cc3ccccn23)cc(OC)c1OC (centres undefined) | 4% | -54% | -10% | i | 0% | -2.5 | 3% | 13% | 1%
CCOC(=O)c1sc2ncnc(Nc3cccc(C(=O)O)c3)c2c1C | 12% | -2% | -9% | i | 5% | -2.6 | ? | -1.2% | -5%
COc1ccc(CCNC(=O)C2CC3Cn4c(nc5cc(C)c(C)cc54)C3N2C)cc1 (centres undefined) | 4% | 10% | -5% | i | 5% | 1.5 | 0% | 0.6% | -2%
CC1(C)CC(=O)C(C(C2=C(O)CC(C)(C)CC2=O)c2cccnc2)C(=O)C1 (centres undefined) | 7% | · | 5% | i | -16% | -2.2 | 1% | -0.7% | 7%
O=C(COC(=O)c1ccncc1)NCc1ccccc1 | 2% | 2% | -1% | i | 0% | 0.7 | 2% | -0.3% | 8%
CCc1ccccc1NC(=O)/C(=C/c1ccco1)c1ccccc1 | 23% | -10% | 1% | i | -17% | 0.0 | 0% | 5.2% | 0%
Cc1ccc2c(C)ccc(O)c2n1 | 4% | -4% | -1% | i | 7.1µM* | -1.6 | -2% | 9.8% | 1%
Cc1ccc(N2C(=O)C(Cl)=C(N3CCN(C)CC3)C2=O)c(C)c1 | 6% | 0% | -2% | i | -14% | -0.3 | 0% | 30% | -10%
Cc1cc(C)n(CC(O)Cn2c(C)c(C)c3ccccc32)n1 (centres undefined) | 1% | · | 0% | i | -1% | -1.8 | -1% | 0.4% | -6%

Arranged by value in Nrf2 inh (largest number first): three from the list above.
compound | EPAC2 ag | Nrf2 inh | Akt phos inh | CCT modulator | MmCpn inh | EPAC2 antagonist
COc1ccc(CCNC(=O)C2CC3Cn4c(nc5cc(C)c(C)cc54)C3N2C)cc1 (centres undefined) | 4% | 10% | i | 1.5 | 0% | -2%
O=C(COC(=O)c1ccncc1)NCc1ccccc1 | 2% | 2% | i | 0.7 | 2% | 8%
CCOC(=O)c1sc2ncnc(Nc3cccc(C(=O)O)c3)c2c1C | 12% | -2% | i | -2.6 | ? | -5%

Continued:
SMILES | EPAC2 ag | Nrf2 inh | A549 tox | Akt phos inh | TGFb SMAD3 inh | CCT modulator | MmCpn inh | Nrf2 activator | EPAC2 antagonist
CCOc1ccc(NC(=O)CSc2nccn(-c3ccc4c(c3)OCCO4)c2=O)cc1 | 5% | 2% | -11% | i | -9% | -14 | -12% | 3.2% | 11%
COc1ccc(N2CCN(c3cc(C)nc4ccc(OC)cc34)CC2)cc1 | 15% | -12% | -18% | i | ? | 0.0 | -1% | 2.6% | -1%
CN(C)C(=O)c1ccc(NC(=O)c2ccccc2-c2ccccc2)cc1 | -2% | -19% | 2% | i | 1% | -1.0 | -2% | 0.1% | 3%
c1cc2c(c(CC3CO3)c1CC1CO1)OCCOCCOCCOCCO2 (centres undefined) | 9% | · | · | i | -15% | -1.4 | · | 0.2% | 4%
O=C(c1cc(-c2cccc(O)c2)on1)N1CCc2ccccc2C1 | 19% | 11% | 0% | i | -18% | 0.9 | 1% | 7.7% | 1%
CCCNC(=O)Nc1ccsc1C(=O)OC | -3% | -7% | 8% | i | -7% | -0.8 | 0% | 0.0% | 2%
O=C(Nc1ccc2c(c1)OCCO2)c1ccc(Br)s1 | 3% | ? | -20% | i | -8% | -2.2 | -1% | 1.2% | -14%
CCOC(=O)c1c(-c2ccco2)csc1NC(=O)COC(=O)c1cnc(C)cn1 | -9% | 8% | 0% | i | 0% | 2.6 | -4% | ? | 4%
OC(CNCc1ccc(F)cc1)(c1ccc(F)cc1)c1ccc(F)cc1 | 2% | -17% | -8% | · | -15% | 0.0 | 1% | 1.8% | -4%
Cc1cc(C(=O)NNS(=O)(=O)c2cc(C(=O)O)ccc2Cl)c(C)n1-c1ccccc1 | 1% | -26% | -2% | i | -2% | -0.3 | -2% | 0.3% | -1%
N#CCCN(CCCN1CCOCC1)CN1C(=O)c2ccccc2C1=O | 2% | · | · | i | 1% | 0.4 | · | 0.0% | 3%
CC1=CC(=O)C(C(C)C)=C/C1=N/OS(=O)(=O)c1ccccc1 | 7% | ? | ? | i | 5µM* | 3.1 | -2% | ? | -14%
CCOc1ccc(OCCC(=O)NNC(=O)c2ccccc2Cl)cc1 | 13% | 14% | -7% | i | 0% | -2.5 | 3% | 0.2% | 7%
CCN(CC)S(=O)(=O)N1CCC(C(=O)NC(C)CCc2ccccc2)CC1 (centres undefined) | 5% | -17% | 6% | i | 7% | -1.6 | -1% | -0.8% | -5%
Cc1ccccc1-c1nc(Cc2ccc(Cl)cc2)no1 | 0% | ? | -1% | i | 0% | -0.3 | -1% | 0.4% | 1%
